GPT2 inh = inhibitors of human GPT2 alanine aminotransferase; Potency, µM (doses to about 57.7 µM), inactives show top-dose activity change, negative = inhibition, most hits filed as inhibitors; Recombinant GPT2, coupled pyruvate oxidase/HRP Amplex Red fluorescence; AID 1671188; 100,000 compounds, 0.25% hits; also: potency is read from the fitted curve at half-maximal effect; nearly all actives have a fitted effect of over 60% in size; many of its hits are not listed in these tables
Target sequence (Q8TD30 whole entry, looked up): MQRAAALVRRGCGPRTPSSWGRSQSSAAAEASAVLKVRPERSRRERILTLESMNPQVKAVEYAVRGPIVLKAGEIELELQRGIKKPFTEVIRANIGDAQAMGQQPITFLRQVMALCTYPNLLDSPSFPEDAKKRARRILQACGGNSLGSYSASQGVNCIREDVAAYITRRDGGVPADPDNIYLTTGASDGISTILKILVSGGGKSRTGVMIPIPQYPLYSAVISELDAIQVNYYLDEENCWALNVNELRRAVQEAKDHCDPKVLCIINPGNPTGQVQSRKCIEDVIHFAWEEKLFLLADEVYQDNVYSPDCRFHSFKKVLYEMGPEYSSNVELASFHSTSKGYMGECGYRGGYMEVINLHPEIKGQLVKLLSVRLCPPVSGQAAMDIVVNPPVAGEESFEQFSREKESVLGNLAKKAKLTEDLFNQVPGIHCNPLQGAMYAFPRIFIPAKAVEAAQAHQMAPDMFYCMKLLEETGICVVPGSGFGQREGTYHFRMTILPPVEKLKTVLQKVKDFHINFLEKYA
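Recombinant GPT2 (10ng/uL) with 250uM a-KG and 2mM L-alanine, 30 min at room temperature, in HEPES pH 7.5 buffer. Pyruvate detected by pyruvate oxidase/HRP/Amplex Red fluorescence after 30 min in the dark; AOA (50uM) as positive control.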
IP6K1 inh = blocks human inositol hexakisphosphate kinase 1. AID 1645851. IP6K1 kinase, ADP-Glo luminescence, 2 h; hits give low values. 140,000 compounds, 0.81% hits. activity change, % (series mostly up to about 58 µM); in the data active = activity change below about -25%
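ADP-Glo luminescence measures ADP made by human IP6K1 during a 2 h RT reaction with ATP/IP6 (mix at 1.3 mM/130 uM); top library doses 57.5 and 19.1 uM final.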
NIH3T3 tox = NIH 3T3 cell cytotoxicity. NIH 3T3 viability, CellTiter-Glo ATP luminescence, 48-72 h. Potency, µM (titrated, usually from 96.7 µM), inactives show at the highest dose activity change, negative = cytotoxicity, usual class: inhibitors. 94,000 compounds, 4.3% hits; also: potency is read from the fitted curve at half-maximal effect; nearly all actives have a fitted effect of over 55% in size
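Mouse fibroblast NIH 3T3 cells, 400 per well, received compound via pintool and were incubated for 48 or 72 hr prior to CellTiter-Glo ATP luminescence measurement.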
Luciferase inh = inhibitors of firefly (Photinus pyralis) luciferase | P08659 | purified P. pyralis luciferase, luminescence, biochemical | Potency, µM (series often up to 115 µM), without a hit: top-dose activity change, negative = inhibition, usual class: inhibitors | 76,000 compounds, 2.5% hits; also: potency is read from the fitted curve at half-maximal effect; nearly all actives have a fitted effect of over 65% in size
Target sequence (P08659 whole entry, looked up): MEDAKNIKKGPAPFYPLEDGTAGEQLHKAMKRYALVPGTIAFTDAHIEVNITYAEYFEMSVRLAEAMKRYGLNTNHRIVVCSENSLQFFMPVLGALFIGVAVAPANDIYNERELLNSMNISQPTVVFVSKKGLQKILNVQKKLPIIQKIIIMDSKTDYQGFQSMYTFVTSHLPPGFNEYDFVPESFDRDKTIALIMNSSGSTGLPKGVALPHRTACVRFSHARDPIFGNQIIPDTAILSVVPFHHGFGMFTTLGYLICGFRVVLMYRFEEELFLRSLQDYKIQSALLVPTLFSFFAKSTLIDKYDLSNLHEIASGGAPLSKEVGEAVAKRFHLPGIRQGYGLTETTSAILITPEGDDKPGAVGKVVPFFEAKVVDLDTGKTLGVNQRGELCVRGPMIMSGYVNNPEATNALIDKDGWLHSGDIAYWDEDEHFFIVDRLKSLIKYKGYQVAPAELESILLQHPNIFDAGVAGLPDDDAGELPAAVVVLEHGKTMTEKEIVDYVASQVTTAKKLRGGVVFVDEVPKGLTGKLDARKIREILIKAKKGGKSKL
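Inhibitors were tested against purified firefly luciferase in a biochemical, low-substrate format (both substrates at 10uM) and luminescence measured with a CCD imager.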
HEK293 viab = reduces viability of HEK-293 SNCA reporter cells; 150,000 compounds, 0.12% hits; Potency, µM (doses to about 57.1 µM), for the others: top-dose activity change, negative = cytotoxicity, actives largely listed as cytotoxic; HEK-293-SNCA-luc viability, GF-AFC fluorescence, 24 h;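 also: potency is read from the fitted curve at half-maximal effect; 0% = DMSO-treated cells and -100% = medium-only wells without cells; nearly all actives have a fitted effect of over 30% in size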
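HEK-293-SNCA-luc cells (1500/well) plated 24 h, then exposed 24 h to a dilution series; GF-AFC added 30 min at 37C, fluorescence 405/540 nm; normalised to medium-only and DMSO wells, Hill fit.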
SNCA expr inh = reduces expression of the alpha-synuclein gene. HEK-293 SNCA-luciferase knock-in, luminescence, 24 h. 140,000 compounds, 0.17% hits. Potency, µM (top dose mostly 57.2 µM), for the others: at the top dose activity change, negative = inhibition, actives largely listed as inhibitors;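 also: potency is read from the fitted curve at half-maximal effect; plate controls were DMSO cells for no effect and cell-free wells for full effect; nearly all actives have a fitted effect of over 45% in size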
HEK cytotox = kills HEK 293 cells; HEK 293 viability, ATP luminescence (CellTiter-Glo), 48-72 h; Potency, µM (highest dose often 115 µM), for inactives: top-dose activity change, negative = cytotoxicity, most hits filed as inhibitors; 94,000 compounds, 6.6% hits; also: potency is read from the fitted curve at half-maximal effect; nearly all actives have a fitted effect of over 60% in size
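qHTS cytotoxicity; HEK 293, 250 cells/well; compound pinned; 48 or 72 hr, 37 degree Celsius, 5% CO2, 95% humidity; CellTiter-Glo, 10 min RT; luminescence (ATP).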
* hit, by the source's call; i = inactive; u = inconclusive; x = not tested or not shown; [ ] = dose if it differs, or a comment. Unless noted, calls follow the shape of the dose curve; as a rule, active = well fitted curve in the direction sought with a large enough effect; inconclusive = small, poorly fitted or top-dose-only effect, or another doubt; inactive = no such curve, though single readings can be large; an effect the other way counts as inactive or inconclusive. Unless noted, % is scaled to controls: 0 for no effect and ±100 for the full control effect.

SMILES	GPT2 inh	IP6K1 inh	NIH3T3 tox	Luciferase inh	HEK293 viab	SNCA expr inh	HEK cytotox
COc1ccc(-c2cn3cc(C(=O)NC4CCCCC4)nc3s2)cc1	i	-1	-11%	x	7%	0%	-30%
COCC(=O)N1CCN2C(=O)N(CC(N)=O)C(=O)[C@@H]2C1	1%[88.5 µM]	-5	-7%[230 µM]	2%[230 µM]	-11%[87.6 µM]	5%[87.6 µM]	i
C/C1=C\CC[C@]2(C)O[C@@H]2[C@H](O)[C@H](C(C)C)[C@H](OC(=O)/C=C/c2ccccc2)C1	u	14	x	x	-9%	x	x
Cn1ccc2c(C(=O)NCc3cccnc3)nc(-c3cccc(O)c3)cc21	-24%[88.5 µM]	8	u	-16%[172 µM]	-21%[87.6 µM]	26%[87.6 µM]	u
CCOc1ccc(CN2CCCC23Cc2ccccc2CNC3=O)cc1 (centres undefined)	0%	-11	-20%	x	-1%	-23%	u
COCCNC(=O)[C@H]1CN(Cc2ccccc2)C[C@H]1C(=O)O	i	7	-1%	-8%	-12%	12%	-9%
CC1CCc2nc3ncn(Cc4ccccc4C#N)c(=O)c3cc2C1 (centres undefined)	x	13	x	x	-14%	31%[activator]	x
COc1cccc(-c2ccc(C(=O)N3CCC4(CCCN(C)C4=O)C3)o2)c1 (centres undefined)	i	-5	u	u	-2%	40%[activator]	u
N[C@@H](Cc1ccc(O)cc1)C(=O)O	i[11.5 µM]	39	x	x	16%[5.56 µM]	-43%[3.86 µM]	x
COCC(=O)NC1CCC12CCN(C(=O)c1cccc3[nH]ccc13)CC2 (centres undefined)	4%	-11	-1%	-7%	3%	35%[activator]	1%
Cc1ccc2[nH]c(C)c(CCNC(=O)c3cc4cc(Br)ccc4oc3=O)c2c1	x	9	x	x	3%	8%	x
Cc1ccc(NC(=O)CN2C(=O)NC3(CCS(=O)(=O)CC3)C2=O)cc1	i	-9	1%	4%	0%	9%	5%
CCN(c1cccc(C)c1)S(=O)(=O)c1ccc2[nH]cc(C(=O)NCCCOC)c(=O)c2c1	x	16	x	x	1%	4%	x
CN(C)C(=O)c1ccc(OC2CCN(C(=O)c3ccc(F)cc3F)CC2)nc1	i	16	-33%	0%	4%	27%	-23%
COc1ncccc1CNC[C@H]1O[C@@H]2C[C@@H](CC(=O)N3CCOCC3)O[C@@H]2[C@@H]1O	3%[88.5 µM]	0	3%[174 µM]	-13%[172 µM]	0%[87.6 µM]	4%[87.6 µM]	i
CCn1cc(S(=O)(=O)N2CCCCC2c2n[nH]c(C)n2)cn1 (centres undefined)	5%	-9	i	9%	-3%	10%	1%
CC(=O)N1CCc2nc(-c3ccccc3)nc(-c3ccc(Cl)cc3)c2C1	u	11	u	-7%	13%	-13%	u
Cc1ccc(S(=O)(=O)c2nc(-c3cccs3)oc2N2CCCCC2)cc1	x	-23	x	x	-8%	4%	x
CCN(Cc1ccccc1)c1ncnc2c1nnn2C	x	-3	x	x	-5%	3%	x
CC(C)n1cc2c(c1-c1ccccc1Cl)c(=O)n(C)c(=O)n2C	x	10	x	x	-6%	13%	x
COc1ccc(OC)c(C2CCN(c3ncncn3)C2)c1 (centres undefined)	-13%[11.5 µM]	7	u	5%	-16%	11%	u
O=C(NC1CC1)[C@@H]1C[C@H](Oc2ccccc2)CN1C(=O)c1ccc2ncccc2c1	i	0	4%	2%	-8%	31%[activator]	2%
COc1ccc(NC(=O)c2ccc(NC(=O)CCS(=O)(=O)c3cccs3)cc2)cc1OC	x	3	x	x	9%	34%	x
Cc1cccc(OCC(=O)N2CCCC(c3[nH]ccc3C(N)=O)C2)c1 (centres undefined)	i	8	-25%	-19%	22%[12.5 µM]	5%	-7%
Cc1ccc(C)c(C(=O)COC(=O)CCCC(=O)Nc2cc(C(F)(F)F)ccc2Cl)c1	x	-6	x	x	3%	61%[activator]	x
Cc1ccc(C)c(OCC(=O)c2ccc3c(c2)N(CCCC(=O)NCC2CC2)C(=O)CO3)c1	i	16	u	-5%	u	-11%	u
CCN(C(=O)CSc1nnc(-c2cc3occc3n2C)n1-c1ccccc1C)c1cccc(C)c1	x	27	x	x	0%	-13%	x
O=C(c1cscn1)N1CCCC2(COc3ccccc3[S+](=O)([O-])N2)C1 (centres undefined)	i	16	i	x	3%	-17%	i
Cn1nc(C(=O)N2C[C@@H](Oc3cccnc3)C[C@H]2C(=O)NC2CC2)c2ccccc21	2%	9	-8%	-5%	-6%	4%	3%
Fc1ccc(-c2ccc3ncc(Nc4ccnc(N5CCOCC5)c4)n3n2)cc1	i	-12	8.9µM*	-17%[172 µM]	u	-19%[87.6 µM]	32µM*
CC(C)Cc1cc(C(=O)N2CCN(CCOc3ccccc3)CC2)on1	-6%[11.5 µM]	-19	u	-3%	2%	0%	u
Cc1ccc(C(=O)N2CCCn3ccnc3C2C(C)C)c(=O)[nH]1 (centres undefined)	i	0	-14%	-8%	0%	2%	-1%
O=C(C1CCC1)N1CCC(c2nc(C3CCOCC3)no2)CC1	2%	0	-18%	-7%	-8%	-13%	-10%
Cc1cc(C)n(Cc2ccc(C(=O)NCC3Cn4cccc4CN3Cc3ccccc3)o2)n1 (centres undefined)	i	-18	u	-14%	4%	6%	u
c1ccc(O[C@H]2COCCN(C3CCOCC3)C2)cc1	i	18	2%[230 µM]	-6%[230 µM]	1%[87.6 µM]	-2%[87.6 µM]	-1%[230 µM]
Cc1cccc(NC(=O)CN2C(=O)CC(c3ccccc3)Sc3ccccc32)c1 (centres undefined)	x	0	x	x	14%	27%	x
O=c1cc(-c2ccccn2)oc2c(-c3ccccc3F)nccc12	u	-14	u	-2%[172 µM]	-4%[87.6 µM]	-25%[87.6 µM]	u
CCCC1=Nc2cc(C(=O)NC3CCCCC3)ccc2Sc2ccc(C)cc21	x	2	x	x	u	-28%	x
COc1ccc2nc3sc(C(=O)N4CCN(c5ccccc5)CC4)cc3cc2c1	x	21	x	x	3%	-12%	x
CC(C)c1noc(-c2cn(C3CCCN(C(=O)c4ccc(N(C)C)cc4)C3)nn2)n1 (centres undefined)	1%	10	-18%	-6%	7%	43%[activator]	u
Clc1ccc(Nc2nc(-c3ccccc3)c3ccccc3n2)c(Cl)c1	x	14	x	x	10%	5%	x
O=C(CCc1cccnc1)N1CC[C@@H](c2ccc3ccccc3c2)[C@H](O)C1	i[11.5 µM]	-10	-25%	1%	-2%	-2%	u
CC1=C(c2ccc(F)cc2)S(=O)(=O)N=C1N1CCC(C(=O)NCCc2cccc(C)c2)CC1	x	11	x	x	6%	-19%	x
O=C(NCc1cccc(Cl)c1)c1cnc(N2CCOCC2)c2ccccc12	x	5	x	x	-6%	-6%	x
COc1ccc(C(=O)N2CCc3nc(C(C)C)nc(-c4ccc(O)cc4)c3CC2)cc1	2%	11	-25%	x	u	9%	-28%
CCC(C(=O)NCCc1ccc(OC)c(OC)c1OC)n1nc(C)c2sc3ccccc3c2c1=O (centres undefined)	x	-4	x	x	u	u	x
Cn1cc(CN2C[C@H](C(=O)Nc3ccc(F)cc3)C[C@H]2c2cccc(C(F)(F)F)c2)cn1	0%	6	u	0%	u	u	u
O=C(O)c1cnc(N2CCCCC2)nc1-c1ccncc1	i	10	u	-1%	-3%	u	-2%
CNC(=O)[C@@H]1C[C@H](Oc2ccccc2)CN1C(=O)CCCc1c[nH]c2ccccc12	i	19	-22%	2%	u	-18%	u
Cc1nc(-c2cccc(Cl)c2)n(CC(=O)NC(C)C)c(=O)c1CCO	i	4	-9%	-3%	-11%	-8%	u
Other records:
SMILES	GPT2 inh	IP6K1 inh	NIH3T3 tox	Luciferase inh	HEK293 viab	SNCA expr inh	HEK cytotox
CSCCC(=O)N1CCc2c(ncnc2N2CCOCC2)C1	i	5	3%	5%	-2%	-17%	2%
O=C(Cc1ccc(Cl)cc1)N1CC2CC(C1)[C@H]1CCCC(=O)N1C2 (some centres undefined)	u	-6	i	-4%	7%	u	-2%
CC(C)(C)OC(=O)N1CCC(c2c(C(=O)N3CCCCC3)cnn2-c2ccc(F)cc2)CC1	x	11	x	x	-6%	u	x
CCOCC(=O)N1CCC2(CC1)CN(C(C)C)C2c1ccccc1 (centres undefined)	3%	0	-16%	x	-6%	30%	-13%
Cc1ccc([C@@H]2CN(C(=O)CCc3c(C)nn(C)c3C)C[C@H]2N(C)C)cc1	2%	4	-6%	1%	-4%	-3%	1%
CCCn1c(C)cnc1C1CCN(C(=O)Nc2ccccc2OCC)C1 (centres undefined)	u	13	-23%	x	4%	11%	-20%
COc1ccccc1CC(=O)N1CCC(n2cc(-c3nc(-c4ccccc4)no3)nn2)CC1	i	3	-18%	-20%	-2%	86%[activator]	-2%
Cc1ccc(NC(=O)N2CCc3[nH]c4ccc(F)cc4c3C2)cc1C	i	-16	u	u	2%	8%	u
O=C(c1cnccn1)N1CC[C@H]2COC(=O)N2c2cc(F)ccc2C1	1%[88.5 µM]	-5	0%[138 µM]	-2%[172 µM]	1%[87.6 µM]	30%[87.6 µM]	0%[172 µM]
C[N+]1(C)CCC(OC(=O)C(c2ccccc2)c2ccccc2)CC1	-49%	x	x	x	9%	-1%	x
Cc1cc(NC(=O)CSc2nc3c([nH]c4ccccc43)c(=O)n2-c2cccc(Cl)c2)no1	x	-8	x	x	-9%	-19%	x
CN1[C@@H](CCC(=O)N2CCC(O)CC2)CNC(=O)[C@@H]2[C@H]1CCN2Cc1cccc(OC(F)(F)F)c1	i	-6	-2%	-4%	6%	10%	4%
CC(C)NC(=O)N1CC(C(=O)NCc2ccc3c(c2)OCO3)CC(c2ccccc2)C1 (centres undefined)	i	-21	-19%	5%	12%	1%	-1%
COc1ccc(F)c(-c2nc(CN(C)CC3(CO)CC3)c(C)o2)c1	-2%	11	-19%	u	-15%	26%	-2%
COc1ccc(-c2cc(N3CCCC(NC(=O)C4CCN(C(C)=O)CC4)C3)n[nH]2)cc1 (centres undefined)	u	14	-14%	u	9%	-3%	0%
Cc1cccc(OCC(=O)N(Cc2ccccc2)c2ccccn2)c1	x	1	x	x	-4%	34%[activator]	x

Some of the entries above in a different format:
Each structure is followed by: GPT2 inh | IP6K1 inh | NIH3T3 tox | Luciferase inh | HEK293 viab | SNCA expr inh | HEK cytotox
CN1[C@@H](CCC(=O)N2CCC(O)CC2)CNC(=O)[C@@H]2[C@H]1CCN2Cc1cccc(OC(F)(F)F)c1
→ i | -6 | -2% | -4% | 6% | 10% | 4%
COc1ccc(-c2cc(N3CCCC(NC(=O)C4CCN(C(C)=O)CC4)C3)n[nH]2)cc1 (centres undefined)
→ u | 14 | -14% | u | 9% | -3% | 0%
CC(C)NC(=O)N1CC(C(=O)NCc2ccc3c(c2)OCO3)CC(c2ccccc2)C1 (centres undefined)
→ i | -21 | -19% | 5% | 12% | 1% | -1%
Cc1cccc(OCC(=O)N(Cc2ccccc2)c2ccccn2)c1
→ x | 1 | x | x | -4% | 34%[activator] | x
Cc1cc(NC(=O)CSc2nc3c([nH]c4ccccc43)c(=O)n2-c2cccc(Cl)c2)no1
→ x | -8 | x | x | -9% | -19% | x

Screens from PubChem BioAssay.
